# UHRF1 MBD2 ctr: human UHRF1 methylated DNA binding inhibitors. Q96T88. UHRF1 binding to methylated oligo, TR-FRET. inhibition, % at 4.4 µM. 370,000 tested, 0.75% active; in the data active = inhibition above about 21%;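 note: UHRF1 SRA domain binding a hemimethylated CpG hairpin DNA probe; 0% = median of test compound wells and 100% = reference inhibitor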
# Rev-erbA mod: modulates human Rev-erb alpha binding to DNA. AID 1259318. 370,000 tested, 0.79% active. Rev-erbα–FITC-DNA binding, fluorescence polarization, 90 min. activity, % at 10 µM;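 active = activity above about 14%, limit read from the data; passing the limit was not always enough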;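 note: 0% = DMSO wells with 35 nM protein and 100% = DMSO wells with 750 nM protein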
# TCR CD3 inh: blocks the human TCR-CD3 interaction; TAMRA-labeled TCR probe fluorescence, biochemical; inhibition, % at 9.4 µM; 360,000 tested, 0.37% active; in the data active = inhibition above about 19%;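 note: recombinant mutant TCR 2C K166C tagged with TAMRA read by polarization; 0% = receptor in buffer alone and 100% = receptor with positive control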
# rCAG binder: molecules binding r(CAG) RNA repeats; r(CAG) RNA repeat, TO-PRO-1 dye displacement fluorescence; inhibition, % at 3 µM; 370,000 tested, 1.3% active; AID 651821;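 active = inhibition above the plate cutoff, the mean of all test compounds on that plate plus 3 SD, cut at about 35% in these data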;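 note: 0% = DMSO alone and 100% = 100 µM mitoxantrone as full dye displacement; higher means more dye released from RNA so lower well fluorescence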
# LEDGF integ inh: blocks HIV-1 LEDGF/p75-dependent DNA integration. TR-FRET IN-LEDGF/p75 DNA integration, Eu/Cy5. inhibition, % at 3.7 µM. 370,000 tested, 0.64% active. AID 743269;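 active = inhibition above the screen-wide mean plus 3 SD, cut at about 13% in these data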;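 note: signal is the Cy5 over europium emission ratio at 671 and 618 nm; 0% = plate median of compound wells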
# PRMT1 inh: PRMT1 (human) inhibition, primary screen. inhibition, % at 2.79 µM. 370,000 tested, 1.3% active. recombinant PRMT1, activity-based probe fluorescence polarization. AID 652257;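 active = inhibition above about 21% made by adding two undisclosed values, limit read from the data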
# Target sequence (Q99873 whole entry, looked up): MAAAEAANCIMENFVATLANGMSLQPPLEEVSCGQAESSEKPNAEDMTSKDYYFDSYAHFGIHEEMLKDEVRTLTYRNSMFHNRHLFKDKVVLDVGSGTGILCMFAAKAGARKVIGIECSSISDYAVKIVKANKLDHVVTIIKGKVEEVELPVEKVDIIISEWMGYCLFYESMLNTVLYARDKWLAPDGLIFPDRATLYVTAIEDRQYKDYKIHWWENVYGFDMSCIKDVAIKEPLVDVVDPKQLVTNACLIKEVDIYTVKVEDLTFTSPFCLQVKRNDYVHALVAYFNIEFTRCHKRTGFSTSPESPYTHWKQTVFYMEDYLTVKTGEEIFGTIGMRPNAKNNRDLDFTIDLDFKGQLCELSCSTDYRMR
# HTRA1 inhibitor: HTRA1 (human) protease inhibition; Q92743; inhibition, % at 5.96 µM; recombinant HTRA1, FP-rhodamine activity-based probe, fluorescence polarization; 340,000 tested, 0.5% active; in the data active = inhibition above about 36%;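 note: 0% = enzyme with DMSO and 100% = wells lacking enzyme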
# PG9 Ab binder: small molecules binding HIV-1 gp120 antibody PG9. TR-FRET gp120-PG9 antibody binding. inhibition, % at 6.7 µM. 360,000 tested, 0.43% active. AID 624416; in the data active = inhibition above about 8.5%
# ABHD4 inh: ABHD4 (mouse) inhibition, primary FP screen; Q8VD66; inhibition, % at 8.92 µM; 370,000 tested, 0.54% active; purified mABHD4, FP-Rh probe fluorescence polarization; AID 720543;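 active = inhibition exceeding the mean over every tested compound plus 3 SD, cut at about 30% in these data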;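 note: 0% = plate median of compound wells and 100% = S159A mutant with DMSO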
#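 Assay system: Wild-type mouse ABHD4 protein | Medium: HEPES pH 7.0 buffer, 150 mM NaCl, 0.01% Pluronic F-127 | Incubation: Enzyme–compound pre-incubation 45 min, then probe 60 min, both 25 °C | Technique: Fluorescence polarization with parallel and perpendicular emission, 525/598 nm | Evaluation: % inhibition of FP-Rh probe binding versus controls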
# MBD2 inh: inhibitors of human MBD2 binding to methylated oligonucleotide. TR-FRET. 370,000 tested, 0.31% active. Q9UBB5. inhibition, % at 4.4 µM; in the data active = inhibition above about 13%
# Target sequence (Q9UBB5 whole entry, looked up): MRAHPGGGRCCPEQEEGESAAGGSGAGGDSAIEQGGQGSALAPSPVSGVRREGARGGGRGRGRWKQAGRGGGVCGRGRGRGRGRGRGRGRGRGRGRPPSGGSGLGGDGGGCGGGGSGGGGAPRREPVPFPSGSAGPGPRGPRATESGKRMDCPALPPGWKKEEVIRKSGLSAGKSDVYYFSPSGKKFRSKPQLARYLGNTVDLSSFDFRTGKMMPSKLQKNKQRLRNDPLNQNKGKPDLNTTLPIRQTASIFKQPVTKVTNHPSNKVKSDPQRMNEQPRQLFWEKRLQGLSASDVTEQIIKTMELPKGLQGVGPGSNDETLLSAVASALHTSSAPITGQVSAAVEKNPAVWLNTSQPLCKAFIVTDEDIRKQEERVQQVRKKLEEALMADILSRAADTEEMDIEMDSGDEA
# * hit, by the source's call; · = no result given. Not all compounds are listed (hit frequency here may not be typical).
SMILES,UHRF1 MBD2 ctr,Rev-erbA mod,TCR CD3 inh,rCAG binder,LEDGF integ inh,PRMT1 inh,HTRA1 inhibitor,PG9 Ab binder,ABHD4 inh,MBD2 inh
O=C(O)c1ccccc1C(=O)NCCc1ccc(Cl)cc1,2,2,-4,1,2,5,1,3.1,-5,1
Cc1ccc(S(=O)(=O)NCCC(=O)Nc2cc(F)ccc2C)cc1C,3,7,-5,1,0,2,2,0.5,-2,5
Cc1ccc(N2CCN(S(=O)(=O)c3ccc4oc(=O)ccc4c3)CC2)c(C)c1,1,2,6,6,1,1,2,-2.5,4,5
COc1ccc(C(C(=O)NC2CCCC2)N(CCC(C)C)C(=O)CCC(=O)Nc2cc(C)on2)cc1 (stereo unspecified),-2,10,-2,-1,3,2,-19,1.9,0,4
O=C(Nc1nccs1)c1cnccn1,3,-2,-4,0,2,2,-3,4.3,-3,2
CCCc1[nH]nc2c1C(c1cc(OC)ccc1F)C(C#N)=C(N)O2 (stereo unspecified),-5,-1,5,-2,-1,-1,-2,2.4,6,-10
COc1ccc(S(=O)(=O)Nc2c(NC3CCCCC3)c3ccccc3oc2=O)cc1Cl,3,3,1,2,-2,-1,-26,-2.0,-5,-4
O=S(=O)(c1cccc2ccccc12)N1CCSC1,-1,5,-2,0,0,-2,4,-0.3,-3,1
COc1cccc(CNC(=O)CCS(=O)(=O)c2ccc3c(c2)oc(=O)n3C)c1,2,4,-4,1,-1,5,3,0.6,-4,-3
CCC(=O)NCc1cc(-c2nn(C)c(=O)c3ccccc23)ccc1C,1,2,0,-5,-3,2,1,1.0,8,0
COc1ccc([C@H]2OC(=O)C[C@@H]2C(=O)N2CCN(c3ccccc3Cl)CC2)cc1OC,-1,-5,·,2,0,-2,·,·,-2,0
C=CCN1C(=O)/C(=C2/Sc3ccc(OC)cc3N2C)SC1=NCc1ccccc1,-3,55*,8,-1,1,0,3,-1.5,3,2
CCC1=NN(C(=O)c2cccc([N+](=O)[O-])c2)C(O)(c2ccc(C)cc2)C1 (stereo unspecified),1,2,30*,7,-2,-5,24,-3.5,-3,1
CC(=O)Nc1ccc(S(=O)(=O)NCc2ccc(C(=O)NC(C)c3ccccc3)cc2)cc1 (stereo unspecified),-2,-3,5,0,-2,-3,-7,-1.3,-6,5
CSc1ccccc1C(=O)N1CCCC(CNC(=O)c2ccc(F)cc2)C1 (stereo unspecified),1,-2,-3,-3,3,2,1,0.8,-7,8
CCOc1ccc(NC(=O)CC2C(=O)NCCN2C(=O)c2ccc(Cl)cc2)cc1 (stereo unspecified),1,-7,-2,-1,-2,3,-4,1.0,2,4
CCOCCCNS(=O)(=O)c1ccc(NC(=O)N2c3ccccc3Sc3ccccc32)cc1,-2,5,1,3,-4,1,-35,-2.9,1,2
CCCCCCCCN1C(=O)[C@H](CC(=O)NCC23CC4CC(CC(C4)C2)C3)C[C@@]2(C(=O)OCC)CCCC=C12,-1,0,-1,0,0,4,·,1.0,3,-5
Nc1ccc(Nc2ccncc2)cc1,7,1,-4,0,2,-4,4,-1.9,0,6
CCCNC(=O)CN(C1CCCCC1)S(C)(=O)=O,0,3,-14,1,2,-1,0,-1.0,-13,2
O=C(NCc1ccccc1)c1cc(-c2ccncc2)nc2ccc(S(=O)(=O)N3CCOCC3)cc12,4,-15,-12,9,2,-2,4,-0.6,-5,1
Cc1ccc2nc(-c3ccc(CN4CCC5(CC4)CNc4ccccc45)cc3)c(-c3ccccc3)nc2c1,0,-3,-3,12,4,-4,·,-0.3,6,-7
COc1ccc(C2C3=C(CCCC3=O)N(CC(=O)O)C3=C2C(=O)CCC3)cc1Br,0,4,1,7,-2,1,2,0.8,-1,-3
CCOc1ccc(-n2nnnc2SCC(=O)NC2CCCC2)cc1,4,-2,-6,-9,2,5,-6,1.5,-1,1
COc1cccc(-n2nnc3c(=O)n(Cc4ccc(C)cc4)cnc32)c1,0,3,-4,7,0,2,-8,-0.6,-1,1
CCOC(=O)C1CCCN(C(=O)CCNS(=O)(=O)c2cc(Br)cnc2N)C1 (stereo unspecified),1,0,3,-4,-1,-1,-1,-1.3,7,0
O=C(c1ccco1)N1c2ccccc2Sc2ccccc21,0,1,0,-1,0,0,-13,0.2,-3,2
Cc1cccc(C(=O)Nc2ccc(NC(=O)c3cccc(C)c3)cc2)c1,2,0,-2,1,1,5,-7,1.4,2,-7
Cn1c(/C=C/c2ccc(Cl)cc2)nc2ccccc2c1=O,1,13,5,-4,-1,0,0,32*,57*,1
Oc1ccccc1C=Nc1ccccc1-c1nc2ccccc2[nH]1,2,-2,3,5,-1,0,-8,0.1,0,2
CCOc1ccc(NC(=O)Cn2nnc(-c3ccccc3NC(=O)CC)n2)cc1,4,3,0,3,-2,1,-10,-1.3,-2,-4
O=S(=O)(Cc1ccccc1)Nc1cccc(F)c1,-1,6,-1,-1,-2,3,-3,0.7,0,-1
O=Nc1c(-c2ccccc2)n(O)[n+]([O-])c1-c1ccccc1,4,6,5,3,4,4,1,-8.0,1,3
Cc1ccc(S(=O)(=O)Nc2ccc3c(c2)C(=O)N([C@H](C)CO)C[C@H](C)[C@@H](CN(C)C(=O)Nc2ccc4c(c2)OCO4)O3)cc1,1,1,3,2,0,3,-12,0.6,-4,2
CC(=O)C(Cc1ccccc1)NC(=O)CN1c2cccc3cccc(c23)S1(=O)=O (stereo unspecified),-1,-2,3,5,-1,1,1,-1.4,-3,-2
COc1ccc2[nH]c3c(=O)n(/N=C/c4ccc(OC)c(CN5CCCC5)c4)c(C)nc3c2c1,14,-19,-5,8,2,4,-9,-2.3,1,3
CCCOC1CCCN(C(=O)c2cc(COc3c(F)cccc3F)on2)C1 (stereo unspecified),2,-2,5,-6,3,-4,-2,0.3,-3,-4
CCNC(=S)Nc1ccc(OCC)cc1,-2,0,11,-1,1,-2,3,-1.4,2,-1
Cc1cc(C)n(C(=O)COc2ccccc2C)n1,0,3,-1,-4,-1,-2,-2,-0.5,2,3
CC1(Oc2ccccc2-c2ccno2)CCN(Cc2csc3ccccc23)C1 (stereo unspecified),1,5,-2,7,-4,3,·,1.5,-21,7
C/C(CCc1oc2ccc(Cl)cc2c1-c1ccc(C)o1)=N\O,5,-3,-8,11,-2,33*,-15,1.0,6,-3
O=S(=O)(NCCCN1CCOCC1)c1ccc2ccccc2c1,-2,-5,-6,-3,-3,0,0,-2.4,4,-1
O=C(CCCn1cnc2ccccc2c1=O)Nc1ccccc1F,5,1,0,2,-1,1,-7,0.4,-3,10
Cc1cc(NC(=O)C(=O)c2c(C)[nH]c3ccccc23)no1,-1,-6,-1,1,-1,1,-1,-0.2,-5,-7
Cc1cccc(NC(=O)c2nc[nH]c2C(=O)N[C@@H](CCCCNC(=O)OC(C)(C)C)C(=O)OC(C)(C)C)c1,-3,6,-2,5,-2,2,-86,-0.3,-70,0
O=C1Nc2ccccc2/C1=C/c1cccnc1,8,1,9,-2,0,3,4,-9.3,-4,-6
COC(=O)c1c(NC(=O)C(C)C)sc2c1CCN(Cc1ccccc1)C2,-3,3,-7,-1,2,-1,-7,0.4,0,-1
CC(CN1CCCCC1)C(=O)NNC(=O)C12CC3CC(CC(C3)C1)C2 (stereo unspecified),-1,-4,2,-1,-6,0,3,-0.5,9,1
O=C(O)COc1ccc(NC(=O)C(c2ccccc2)c2ccccc2)cc1,2,2,10,4,1,0,3,-1.2,-2,0
COc1cc2c(cc1NC(=O)CCCCCN1C(=O)CCC1=O)oc1ccccc12,0,1,-6,16,-1,3,-5,-1.4,-4,4
CCOC(=O)c1c(NC(=O)CN2CCOCC2)sc2c1CCCC2=O,2,0,-6,-7,1,0,4,2.8,5,0
Cc1cccc(NC(=S)NC(C)C(c2cccs2)N2CCN(C)CC2)c1C (stereo unspecified),-2,1,9,-3,-1,-3,1,-1.6,0,2
O=C(Cn1cc(/C=C\[N+](=O)[O-])c2ccccc21)Nc1ccccc1,-2,3,0,20,2,4,-22,0.3,-23,-3
O=C(CNC(=O)c1ccc(Cl)cc1)c1ccccc1,2,6,4,-3,-1,0,4,0.0,-6,4
C=CCOc1ccc(/C(O)=C2/C(=O)C(=O)N(CCCN3CCOCC3)C2c2ccccc2)cc1 (stereo unspecified),8,5,-1,7,1,-1,4,0.2,7,2
O=C(N/N=C/c1ccncc1)c1cccc(N/N=C/c2ccncc2)c1,1,7,4,4,4,-1,1,-7.9,0,0
O=C(O)c1ccc(N2C(=O)CC(N3CCN(c4cccc(C(F)(F)F)c4)CC3)C2=O)cc1 (stereo unspecified),4,3,4,8,-3,17,-7,1.5,-1,1
CCC/C(=N\NC(=O)CNC(=O)c1ccc(Cl)cc1)c1ccccc1,-1,2,-1,0,0,1,2,-1.5,-3,-7
Cc1nc2c(OCc3ccc(F)cc3)cccn2c1N(C)C(=O)CCC1CCCC1,-4,6,-1,0,0,5,·,0.7,7,6
Cc1ccc(S(=O)(=O)N2C[C@H]3C(=O)C[C@@H](c4ccccc4)N(S(C)(=O)=O)[C@H]3C[C@H]2c2ccccc2)cc1,1,-2,6,8,1,-3,·,-0.1,-10,0
# The results go on.
SMILES,UHRF1 MBD2 ctr,Rev-erbA mod,TCR CD3 inh,rCAG binder,LEDGF integ inh,PRMT1 inh,HTRA1 inhibitor,PG9 Ab binder,ABHD4 inh,MBD2 inh
CN1C(=C2C(=O)OC(C)(C)OC2=O)Sc2ccccc21,-5,-3,-2,-1,-1,0,8,0.3,-7,-2
Cc1nc(C(F)(F)F)ccc1C(=O)N1CCCCC1,3,2,-3,-1,7,0,8,0.5,-1,-2
COc1ccc(-c2nnn(CCc3nn[nH]n3)n2)cc1OC,0,-4,3,4,-1,0,-1,-2.5,-3,-3
CCCCc1ccc(NC(=O)Nc2c(C)n(C)n(-c3ccccc3)c2=O)cc1,0,2,-2,-8,-2,-1,-2,-1.9,9,1
CCOC(=O)Cc1csc(NC(=S)NC(=O)c2ccc(Cl)cc2)n1,1,2,1,4,-1,3,6,-2.9,4,0
COc1ccc(NC(=O)N(C)C[C@H]2Oc3c(NC(=O)c4nc5ccccc5s4)cccc3C(=O)N([C@@H](C)CO)C[C@H]2C)cc1,-4,-4,-4,7,3,-2,-30,-0.1,-16,-1
CN1C(=O)C(c2ccccc2[N+](=O)[O-])C(=O)c2ccccc21 (stereo unspecified),-2,1,8,0,-1,1,-5,-1.7,2,1
O=C(O)c1ccccc1N/C=C\[N+](=O)[O-],0,0,0,4,1,4,4,0.3,26,0
CCN(CC(=O)Nc1c(F)cccc1F)C(=O)CNC(=O)c1ccco1,0,-3,2,1,4,-7,7,-2.5,-3,6

# An excerpt of these results, as labelled records.
smiles: CCC/C(=N\NC(=O)CNC(=O)c1ccc(Cl)cc1)c1ccccc1
  UHRF1 MBD2 ctr: -1
  Rev-erbA mod: 2
  TCR CD3 inh: -1
  rCAG binder: 0
  LEDGF integ inh: 0
  PRMT1 inh: 1
  HTRA1 inhibitor: 2
  PG9 Ab binder: -1.5
  ABHD4 inh: -3
  MBD2 inh: -7

smiles: COc1ccc(C2C3=C(CCCC3=O)N(CC(=O)O)C3=C2C(=O)CCC3)cc1Br
  UHRF1 MBD2 ctr: 0
  Rev-erbA mod: 4
  TCR CD3 inh: 1
  rCAG binder: 7
  LEDGF integ inh: -2
  PRMT1 inh: 1
  HTRA1 inhibitor: 2
  PG9 Ab binder: 0.8
  ABHD4 inh: -1
  MBD2 inh: -3

smiles: CCCNC(=O)CN(C1CCCCC1)S(C)(=O)=O
  UHRF1 MBD2 ctr: 0
  Rev-erbA mod: 3
  TCR CD3 inh: -14
  rCAG binder: 1
  LEDGF integ inh: 2
  PRMT1 inh: -1
  HTRA1 inhibitor: 0
  PG9 Ab binder: -1.0
  ABHD4 inh: -13
  MBD2 inh: 2

# High-throughput results (PubChem BioAssay)
